EWS-Fli inh = EWS/Fli transcriptional activity inhibition. A673 NR0B1-luciferase reporter, viability-normalised. inhibition, % at 12.6 µM. actives 0.67% (n = 350,000). AID 651661;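 active = mean inhibition of at least 50% after viability correction, with every replicate also passing that limit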;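 note: firefly luciferase signal divided by Alamar Blue viability fluorescence both relative to DMSO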
Xi reactivation = reactivates the inactive X chromosome in mouse fibroblasts; XiGFP mouse fibroblasts, % GFP-positive cells imaging, 3 d; cells co-treated with 5-aza-dC sensitizer; scaled so ellipticine positive control = 100%; activation, % at 7.58 µM; actives 0.055% (n = 360,000); AID 743238;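 active = mean normalized replicate activation at least 10% and every replicate at or above 10%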;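 note: 0% = median of on-plate neutral control wells and 100% = ellipticine 6 µM median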
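Material: XiGFP fibroblasts, SV40-immortalized. Buffer or medium: DMEM plus 5-aza-dC sensitizer. Compound: single concentration per compound, delivered by pin transfer. Times: 3 days compound exposure. Controls: ellipticine 6 µM.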
RAD54 inh = blocks human RAD54 Holliday junction branch migration | actives 0.14% (n = 360,000) | FAM/BHQ fluorescence | Q92698 | inhibition, % at 10.4 µM | AID 602329;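 active = mean normalized replicate activity at least 40 and at least half of replicates scoring 40 or more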;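 note: 0% = median of neutral control wells and 100% = median of positive control wells; inhibitors cause a drop in the FAM fluorescence signal; in these data hits start at about 50%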
S100A4 inh HTS = inhibitors of human S100A4 binding to myosin IIA peptide | actives 0.14% (n = 360,000) | S100A4/TAMRA-MyoIIA peptide fluorescence polarization | inhibition, % at 10.7 µM | AID 652163 | P26447;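 active = mean inhibition of at least 70% across replicates, with every replicate also reaching that level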
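Compound dosing: one dose per compound; test system: human S100A4 monomer with TAMRA-labelled myosin IIA peptide; probe or stimulus: TAMRA-labelled myosin IIA heavy-chain peptide probe, 5 nM; medium: HEPES buffer with Ca2+, pH 7.2; schedule: 5 min incubation before reading; benchmarks: neutral control DMSO, positive control TFP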
esBAF inh = inhibitors of esBAF chromatin remodeling in mouse ES cells. AID 602393. reporter increase, % at 12.5 µM. actives 2% (n = 350,000). Bmi1-luciferase knock-in reporter, 24 h; 100% = twice the neutral-well signal; in the data active = activation above about 40%;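 note: 0% = median of the plate's neutral control wells and 100% = double that signal; a rise in the Bmi1 reporter signal indicates esBAF inhibition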
E-sel inducer = E-selectin induction on HUVECs; P16581; HUVEC E-selectin immunofluorescence imaging; normalized: neutral wells 0, TNF-alpha wells 100; activation, % at 7.58 µM; actives 0.37% (n = 260,000);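 active = mean E-selectin-positive cell signal at least 10% of the positive control, reached in at least 60% of replicates, without over 20% cell loss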;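 note: in these data hits start at about 27%; measured in HUVEC primary endothelial cells; signal is the percent of cells scored E-selectin positive by PE staining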
Target sequence (P16581 whole entry, looked up): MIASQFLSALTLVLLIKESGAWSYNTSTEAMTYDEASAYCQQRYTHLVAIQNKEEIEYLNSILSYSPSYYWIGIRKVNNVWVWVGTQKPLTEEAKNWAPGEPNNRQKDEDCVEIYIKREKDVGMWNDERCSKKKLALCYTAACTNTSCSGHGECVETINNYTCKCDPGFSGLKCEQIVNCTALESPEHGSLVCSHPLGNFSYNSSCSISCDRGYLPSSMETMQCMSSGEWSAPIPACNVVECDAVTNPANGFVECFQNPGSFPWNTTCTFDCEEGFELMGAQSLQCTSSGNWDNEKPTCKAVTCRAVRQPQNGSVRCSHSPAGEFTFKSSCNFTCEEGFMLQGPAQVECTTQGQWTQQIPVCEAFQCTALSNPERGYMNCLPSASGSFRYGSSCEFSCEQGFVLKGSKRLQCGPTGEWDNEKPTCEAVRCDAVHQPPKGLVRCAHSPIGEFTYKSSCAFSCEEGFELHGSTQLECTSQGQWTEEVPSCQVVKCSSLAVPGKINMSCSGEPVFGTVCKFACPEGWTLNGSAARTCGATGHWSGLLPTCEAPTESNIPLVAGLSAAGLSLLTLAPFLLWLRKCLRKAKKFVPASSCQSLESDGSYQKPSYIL
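Test system: HUVEC | Signal: Immunofluorescence imaging | Read-out: Percent E-selectin-positive cells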
FN deposit inh = fibronectin deposition inhibition; AH1F fibroblasts, Alexa488-fibronectin deposition fluorescence, overnight; inhibition, % at 12.6 µM; actives 0.086% (n = 350,000); AID 743247;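 active = mean inhibition across replicates of 30% or more, regardless of how many single replicates reach that level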;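 note: positive control wells lacked labelled fibronectin entirely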
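Material: AH1F fibroblasts assembling fluorescent fibronectin matrix; amount: 10000 AH1F cells/well; medium: DMEM, 2% serum; reagent: Alexa488-fibronectin, 24 nM final in well; dosing: single compound dose, delivered by pin transfer; incubation: 1 h adhesion, overnight exposure; detection: fluorescence after three HBSS washes, excitation 485 nm, emission 525 nm; measure: fibronectin deposition inhibition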
RAD52 anneal inh = RAD52 (human) annealing inhibition; P43351; recombinant RAD52 DNA annealing, FRET fluorescence; inhibition, % at 18.7 µM; actives 0.46% (n = 360,000);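 active = every replicate showing at least 50% inhibition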
Target sequence (P43351 whole entry, looked up): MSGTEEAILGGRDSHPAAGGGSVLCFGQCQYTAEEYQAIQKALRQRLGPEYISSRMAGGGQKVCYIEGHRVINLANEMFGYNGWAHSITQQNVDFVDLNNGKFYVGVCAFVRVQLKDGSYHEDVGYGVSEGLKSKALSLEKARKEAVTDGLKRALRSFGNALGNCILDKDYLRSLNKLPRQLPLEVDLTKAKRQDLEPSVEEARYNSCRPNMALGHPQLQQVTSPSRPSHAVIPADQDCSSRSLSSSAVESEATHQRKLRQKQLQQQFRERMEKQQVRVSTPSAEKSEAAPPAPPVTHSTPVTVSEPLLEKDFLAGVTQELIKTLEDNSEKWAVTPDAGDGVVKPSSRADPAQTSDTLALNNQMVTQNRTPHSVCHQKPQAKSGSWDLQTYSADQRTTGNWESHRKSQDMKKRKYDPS
* marks the source's active call; other numbers are inactive results; . = not tested or not shown; & = joins results of further samples.

SMILES	EWS-Fli inh	Xi reactivation	RAD54 inh	S100A4 inh HTS	esBAF inh	E-sel inducer	FN deposit inh	RAD52 anneal inh
O=C(COc1cccc2c1CCNC2=O)Nc1ccc(Cl)cc1	8	-0.1	.	7	-1	0.0	-4	-2
CCc1cc(C(=O)N2CCN(S(=O)(=O)c3ccc(Cl)cc3)CC2)sc1C	12	-0.1	5	0	9	.	9	-15
CC(C)CN(C(=O)c1ccc(S(=O)(=O)N2CCOCC2)cc1)C1CCS(=O)(=O)C1 (stereo unspecified)	0	0.0	.	-2	.	-0.1	-5	-2
CC(C)NC(=O)N(C)C[C@H]1Oc2ccc(NC(=O)CCN3CCOCC3)cc2C(=O)N([C@@H](C)CO)C[C@@H]1C	11	-0.1	7	40	7	-12	.	2
C/C=C/c1ccc([C@H]2[C@@H](CO)N(C(C)=O)[C@H]2CN(C(=O)COC)C(C)C)cc1	.	0.0	.	12	.	0.0	-21	-8
O=C(O)/C=C/c1ccc(-n2ccnc2)cc1	1	-0.1	-13	1	-5	.	-4	-8
COc1ccc(C(CC(=O)c2ccc3c(c2)OCO3)C(=O)O)cc1OC (stereo unspecified)	5	-0.1	9	-7	.	-0.2	10	-12
CC(=O)NC(c1cccc(F)c1)c1nc(/C=C/c2ccccc2)cs1 (stereo unspecified)	7	0.0	15	-1	2	0.3	.	-6
S=C(c1ccc2c(c1)OCO2)N1CCCCC1	.	.	4	-7	1	.	-8	.
Cc1ccc(C(=O)Nc2ccc(SC(F)F)cc2)s1	-125	0.0	3	-1	.	.	0	-16
CCNC(=S)NNc1nc(N2CCOCC2)nc(N2CCOCC2)n1	-1	0.0	.	0	.	-1.0	1	-9
Cn1c(=O)n(C)c2cc(/C=N/NC(=O)c3ccc(Cl)cc3)ccc21	9	0.0	3	0	-1	9.0	-9	-5
CCOC(=O)N1CCN(C(=O)/C(=C/c2ccccc2OC)NC(=O)c2ccccc2)CC1	2	.	-7	0	5	.	.	-12
c1ccc(Sc2ncccn2)nc1	7	0.1	.	-1	.	.	3	-14
COc1ccc(CCNc2ccc([N+](=O)[O-])cn2)cc1	-13	0.1	-1	-2	5	.	-4	-16
CCN(CC(=O)Nc1c(F)cccc1F)C(=O)CCN1C(=O)C2CC=CCC2C1=O (stereo unspecified)	-1	0.0	0	-13	.	.	2	-7
Nc1ccc(Oc2ccc(Br)cc2)cc1	.	0.1	-2	.	.	6.2	-9	.
CN(c1cc2c(c3c1ccn3C)C1CCC2O1)C1CCCCC1 (stereo unspecified)	7	0.0	4	-8	0	9.3	8	33
Cc1noc(C)c1NC(=O)N(C)C[C@H]1Oc2ncc(/C=C/c3ccccc3)cc2C(=O)N([C@@H](C)CO)C[C@H]1C	-5	-1.8	-7	2	-1	0.3	.	-6
COc1ccc(N2CC(C(=O)NCCC3=CCCCC3)CC2=O)c(OC)c1 (stereo unspecified)	0	0.0	-1	3	10	.	4	1
O=C(C1CCCN(c2ncnc3c2nc2n3CCCCC2)C1)N1CCN(c2ccccc2)CC1 (stereo unspecified)	.	0.3	-2	-2	-7	0.1	18	2
CCOc1cccc(-c2cc(-c3n[nH]c(=S)n3CC)c3ccccc3n2)c1	6	.	5	8	-2	.	.	-8
CCOC(=O)c1c(NC(=O)COC(=O)c2ncc(Cl)c(Cl)c2Cl)sc(C(=O)N(C)C)c1C	.	.	-4	-5	-3	.	.	-26
CCCc1cn(CC[C@@H]2CC[C@@H](NC(=O)C3CCC3)[C@@H](CO)O2)nn1	-5	-0.5	-8	2	-2	-0.2	.	4
CCCc1cc(C(=O)Nc2ccc(F)c(Cl)c2)no1	-86	0.4	-3	-3	31	0.4	-2	-8
COc1ccc(CCNC(=O)CSc2nc3scc(-c4ccccc4)c3c(=O)[nH]2)cc1	8	0.0	6	5	12	-0.1	0	-39
Cc1nc2ccccc2n1Cc1n[nH]c(=S)n1-c1ccc(Cl)cc1	9	0.2	3	3	-3	3.4	6	-2
COc1ccc(S(=O)(=O)N(C)C[C@H]2Oc3ccc(NC(=O)NC4CCCCC4)cc3C(=O)N([C@H](C)CO)C[C@H]2C)cc1	16	0.0	-5	-2	1	-0.1	1	-15
Cc1ccc(C)c(-n2sc3ccc(F)cc3c2=O)c1	-3	1.5	11	3	2	-0.1	21	-36
Clc1ccc(CN(Cc2ccc(Cl)cc2)c2nn[nH]n2)cc1	-54	0.0	.	-4	.	.	-4	-7
COc1ccc(NC(=O)COC(=O)c2ccncc2)c(OC)c1	4	0.1	.	-4	.	.	.	-2
COc1ccccc1CNS(=O)(=O)c1c(C)cc(C)cc1C	-3	0.1	-1	-1	-9	0.7	4	-10
Cc1cc(C(=O)Nc2ccccc2C#N)n(-c2ccccc2)n1	9	0.2	-6	-1	-3	0.6	-9	-14
COc1ccc(C(=O)Nc2nc3ccccc3[nH]2)cc1S(=O)(=O)N1CCOCC1	5	-0.1	-14	-2	4	-0.6	-1	-13
O=C(NCCc1ccc(Cl)cc1)C1CCCN(c2ncnc3c2nc2n3CCCCC2)C1 (stereo unspecified)	.	0.0	-24	7	0	0.0	-6	-14
C[C@H](NC(=O)[C@H]1[C@H](CO)[C@H]2Cn3c(ccc(-c4ccncc4)c3=O)[C@H]2N1C)c1ccccc1	-3	0.6	-10	-1	4	-0.3	.	-15
C=CCOc1ccc(/C=C/C(C)=N\O)cc1	.	.	0	.	34	-0.7	3	.
Cc1nc2cc3c(=O)n(C)cnc3cc2n1Cc1ccccc1	-2	0.1	-10	-4	4	5.6	1	-4
O=C(CSCc1c(Cl)cccc1Cl)NCc1cccnc1	-3	.	-2	-14	-8	.	.	-17
CO[C@@H](CN(C)C(=O)c1ccc2c(c1)OCO2)[C@H](C)CN([C@H](C)CO)S(=O)(=O)c1ccccc1	1	0.1	4	-1	-5	-0.1	2	-13

Entries of single compounds, looked up by structure. Values in the order: EWS-Fli inh	Xi reactivation	RAD54 inh	S100A4 inh HTS	esBAF inh	E-sel inducer	FN deposit inh	RAD52 anneal inh
Profile of CCOC(=O)c1c(NC(=O)COC(=O)c2ncc(Cl)c(Cl)c2Cl)sc(C(=O)N(C)C)c1C = .	.	-4	-5	-3	.	.	-26
Profile of COc1ccc(CCNC(=O)CSc2nc3scc(-c4ccccc4)c3c(=O)[nH]2)cc1 = 8	0.0	6	5	12	-0.1	0	-39

(continued)
SMILES	EWS-Fli inh	Xi reactivation	RAD54 inh	S100A4 inh HTS	esBAF inh	E-sel inducer	FN deposit inh	RAD52 anneal inh
COCCNC(=O)C[C@@H]1CC[C@H](NC(=O)NC2CCCCC2)[C@H](CO)O1	.	-0.1	4	6	-3	-0.1	.	-13
O=C(NCCS(=O)(=O)N1CCN(c2ccc(F)cc2)CC1)C1CC(=O)N(c2ccccc2)C1 (stereo unspecified)	.	0.0	-4	-6	-3	.	-6	11
O=C1/C(=C/c2ccco2)CCC1C1CCCC1 (stereo unspecified)	-92	-0.2	.	-8	17	.	-3	-22
O=C(/C=C/c1ccccc1)CC(O)(c1ccccc1)C(F)(F)C(F)F (stereo unspecified)	66*	.	-5	-3	6	.	.	-11
COc1cc2cc(C(=O)N3CCC(Cc4ccccc4)CC3)[nH]c2cc1OC	-5	0.0	10	-13	3	1.9	2	-6
Cc1noc(C)c1S(=O)(=O)N(C)C[C@@H]1OCc2cn(nn2)CCCC(=O)N([C@@H](C)CO)C[C@H]1C	11&-18	-0.1&0.3	8&1	-11&-1	-3&3	0.0	-7&5	6&-4
O=C1c2cccc3cccc(c23)C(=O)N1OS(=O)(=O)c1ccc(Cl)cc1	-48	0.2	.	1	.	.	-7	-5
O=C(Cc1ccccc1)N1CC[C@@H]2[C@H]1c1cc(-c3cccc(F)c3)ccc1N[C@@H]2CO	16	0.0	-12	-13	5	-0.3	14	-110
Cc1ccc(C(=O)NC(=S)c2c(C)cc3ccccn23)cc1	-32	0.2	-7	2	17	0.0	-12	-1
Cc1sc2nc(COC(=O)c3c(F)cccc3F)[nH]c(=O)c2c1C	-1	0.3	3	-12	.	0.9	8	-35
O=C(C[C@@H]1C[C@@H]2c3cc(NC(=O)Cc4ccncc4)ccc3O[C@@H]2[C@H](CO)O1)NCCc1ccccc1	14	0.0	-7	33	5	0.0	-1	15
COc1ccc(S(=O)(=O)N(C)C[C@@H]2Oc3ccc(NC(=O)Nc4ccc(F)cc4)cc3C(=O)N([C@@H](C)CO)C[C@H]2C)cc1	-5	-1.1	16	-7	-5	0.0	.	10
O=C(c1cccnc1)N1C[C@@H]2[C@H](c3ccccc31)[C@@H](CO)N2C(=O)Nc1ccccc1F	-3	0.1	-7	3	3	-0.1	.	-16
CCCn1cc(CCC(=O)Nc2ccc(Oc3cccnc3)cc2)c2ccccc21	6	0.1	.	-16	.	0.3	-7	-6
Cc1noc(C)c1C(=O)Nc1ccccc1N1CCCC1	4	-0.1	-2	-8	-7	.	6	-4
NS(=O)(=O)c1cc2c(cc1Cl)NC(C(Cl)Cl)NS2(=O)=O (stereo unspecified)	10	-0.1	-5	10	-2	-0.1	2	-5
Cc1ccccc1S(=O)(=O)NCC[C@@H]1CC[C@H](NC(=O)Nc2cccc(F)c2)[C@@H](CO)O1	-10	0.1	4	11	4	0.1	3	-10
O=C(Nc1ccc(Cl)cc1)Nc1nnc(CSCc2ccc(Cl)cc2)s1	22	0.0	.	-8	.	0.1	0	3
COc1ccc(NC(=O)Nc2ccc3c(c2)C(=O)N([C@H](C)CO)C[C@@H](C)[C@@H](CN(C)S(=O)(=O)c2ccc(Cl)cc2)OCCCC[C@H](C)O3)cc1	4	0.0	-1	-6	1	.	10	-3
COc1ccc(S(=O)(=O)N2CCCCN3[C@H](CO)[C@H](c4ccc(C#CCC(C)C)cc4)[C@@H]3C2)cc1	9	0.1	-1	1	.	-0.6	.	-2
COc1cc(/C=N/NC(=O)CNC(=O)c2ccco2)ccc1O	-3	0.6	-7	9	-10	.	4	-14
Cc1noc(C)c1S(=O)(=O)Nc1ccc2c(c1)CC(=O)N([C@H](C)CO)C[C@@H](C)[C@H](CN(C)S(=O)(=O)c1ccc(Cl)cc1)O2	-2	-0.6	-3	3	14	2.7	1	3
Cc1ccc(NC(=O)CN2C(=O)NC3(CCCCC3)C2=O)cc1S(=O)(=O)N1CCOCC1	1	0.0	.	-7	.	-0.1	-4	-15
Cn1cnc(S(=O)(=O)N2CCCCN3[C@H](CO)[C@H](c4ccc(-c5ccccc5)cc4)[C@H]3C2)c1	-3	0.0	-3	-1	.	0.1	.	15
Cc1nc2ccc(S(=O)(=O)N3CCCCC3)cc2s1	0	.	7	3	-8	.	2	-5
O=C(N/N=C/c1cccs1)c1cccc(NC(=O)c2ccccc2Cl)c1	-23	-0.1	.	12	.	0.3	-4	-25
CCC(C)NC(=O)CN(c1ccc(OC)cc1)S(=O)(=O)c1ccccc1 (stereo unspecified)	1	0.0	.	-5	.	.	-9	-4
C/C(=N/NC(=O)c1ccccn1)c1ccncc1	-68	0.2	-12	-2	6	.	11	-9

Grouped by structure: the entries above with a furan ring, fused or not (2)
SMILES	EWS-Fli inh	Xi reactivation	RAD54 inh	S100A4 inh HTS	esBAF inh	E-sel inducer	FN deposit inh	RAD52 anneal inh
O=C1/C(=C/c2ccco2)CCC1C1CCCC1 (stereo unspecified)	-92	-0.2	.	-8	17	.	-3	-22
COc1cc(/C=N/NC(=O)CNC(=O)c2ccco2)ccc1O	-3	0.6	-7	9	-10	.	4	-14
